# Assay outcomes from PubChem BioAssay.
# LDHA inh – inhibitors of human lactate dehydrogenase A; P00338; AID 1347041; activity change, % (values are at about 110 or 230 µM); hit rate 0.15% among 480,000; purified LDHA, NADH/diaphorase-resazurin fluorescence; hits give low values; in the data active = activity change below about -30%; inconclusive = mostly about -25% to -30%;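 also: plate controls were DMSO wells for no effect and wells without enzyme for full effect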
#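 Remaining NADH was detected by diaphorase (0.133 mg/mL) converting 37 µM resazurin to fluorescent resorufin, read at 0 and 20 minutes. The preceding 5-minute room-temperature reaction used 2 nM LDHA, 0.2 mM sodium pyruvate and 0.06 mM NADH at pH 7.4.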
# ALOX12 inh – inhibitors of human 12S-lipoxygenase ALOX12; P18054; purified 12hLO, xylenol orange hydroperoxide absorbance; Potency, µM (doses to about 108 µM), inactives show top-dose activity change, negative = inhibition, usual class: inhibitors; hit rate 1.1% among 580,000; AID 1671190; active = well fitted inhibition curve with a large enough effect; inconclusive = small, poorly fitted or top-dose-only effect, or another doubt; inactive = no such curve, though single readings can be large or run the other way; also: potency is read from the fitted curve at half-maximal effect
# Target sequence (P18054 whole entry, looked up): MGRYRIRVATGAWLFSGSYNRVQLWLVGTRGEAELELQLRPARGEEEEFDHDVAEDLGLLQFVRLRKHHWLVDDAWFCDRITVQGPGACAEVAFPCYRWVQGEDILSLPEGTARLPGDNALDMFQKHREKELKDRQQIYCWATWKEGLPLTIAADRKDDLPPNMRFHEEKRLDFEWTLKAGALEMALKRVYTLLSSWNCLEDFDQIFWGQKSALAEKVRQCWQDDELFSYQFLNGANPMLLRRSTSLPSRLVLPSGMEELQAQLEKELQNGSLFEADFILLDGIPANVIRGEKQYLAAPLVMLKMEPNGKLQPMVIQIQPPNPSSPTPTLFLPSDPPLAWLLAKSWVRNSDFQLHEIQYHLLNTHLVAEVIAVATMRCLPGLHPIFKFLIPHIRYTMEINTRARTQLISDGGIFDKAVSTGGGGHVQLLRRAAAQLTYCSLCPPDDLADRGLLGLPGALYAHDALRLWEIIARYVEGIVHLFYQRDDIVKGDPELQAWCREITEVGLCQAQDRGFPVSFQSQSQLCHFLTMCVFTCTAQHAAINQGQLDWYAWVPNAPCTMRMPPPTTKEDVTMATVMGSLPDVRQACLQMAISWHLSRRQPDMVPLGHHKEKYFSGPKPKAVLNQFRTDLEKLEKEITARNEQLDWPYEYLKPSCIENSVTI
#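 Purified human 12hLO (150 nM final) in 25 mM Hepes, 0.01% Triton X-100, pH 7.0 was preincubated 15 min at room temperature with compound. Then 40 uM arachidonic acid was added, 30 min. Hydroperoxide was read by Fe-XO absorbance ratio 573/405 nm.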
# * marks the source's active call; other numbers are inactive results; u = inconclusive; [ ] = dose if it differs, or a comment. Unless noted, % is scaled to controls: 0 for no effect and ±100 for the full control effect.
item | SMILES | LDHA inh | ALOX12 inh
1 | Cc1ccc(C)c(C(=O)CSc2cccc3cccnc23)c1 | 5 | -20%
2 | COc1ccc(C(C)=O)cc1CO/N=C/c1ccccc1Cl | 4 | 0%
3 | O=C(CCc1ncc(-c2ccccc2F)o1)N1CCN(S(=O)(=O)c2ccc(F)c(Cl)c2)CC1 | 8 | 10%
4 | COC(=O)c1cccc(NC(=O)C(NC(=O)c2ccccc2C)C(C)C)c1 (stereo unspecified) | -3 | 2%
5 | N#Cc1ccc(NC(=O)c2csc3c2CCCC3)cc1 | 6 | u
6 | CCCCn1nnnc1C(c1ccccc1)N1CCN(C(C)=O)CC1 (stereo unspecified) | -5 | 68%[activator]
7 | O=C(CSc1ncnc2c1sc1cccc(F)c12)NCCN1CCCCCC1 | -11 | u
8 | Cc1ccc(C23CC4CC(CC(CN)(C4)C2)C3)cc1C | 1 | -10%

# Two neighbouring entries already listed:
item | SMILES | LDHA inh | ALOX12 inh
1 | Cc1ccc(C)c(C(=O)CSc2cccc3cccnc23)c1 | 5 | -20%
2 | COc1ccc(C(C)=O)cc1CO/N=C/c1ccccc1Cl | 4 | 0%

# New compounds follow
item | SMILES | LDHA inh | ALOX12 inh
9 | Cc1c(C#N)c(NC(=O)CN2CCN(CC(=O)N3CCCC3)CC2)n(C2CCCCC2)c1C | -2 | 3%
10 | COc1ccc(C(=O)N2CC(C)CC(C)C2)cc1 (stereo unspecified) | -2 | 10%
11 | Cc1c(C#N)c(NC(=O)CSc2nnnn2CC2CCCO2)n(C2CCCC2)c1C (stereo unspecified) | -2 | -2%
12 | CSc1ccc(NC(=O)c2cc(F)ccc2F)cc1 | -2 | 3%
13 | COCc1cccc(C(=O)NCc2cccs2)c1 | 1 | -1%
14 | COC(=O)c1c(C)oc2cc3c(C(=O)OC)c(C)oc3cc12 | 12 | 5%
15 | CCOc1ccc2oc(C(=O)OCC(=O)c3cccs3)c(C)c2c1 | 11 | 7%
16 | O=C(Cn1cnc2sccc2c1=O)N1N=C(c2ccc(Cl)cc2)CC1c1ccco1 (stereo unspecified) | -10 | u
17 | Cc1cccc(NC(=O)NCc2nc(-c3ccccc3)oc2C)c1C | -2 | u
18 | CC(C)c1ccc(NC(=O)C(C)N2CCN(C(=O)c3ccco3)CC2)cc1 (stereo unspecified) | -11 | -7%
19 | O=C(Nc1ccc(-n2cccn2)c(F)c1)C1CCCN(C(=O)c2ccco2)C1 (stereo unspecified) | 5 | -37%
20 | CCC(=O)N1N=C(c2ccccc2NS(=O)(=O)c2ccccc2)CC1c1ccccc1 (stereo unspecified) | -2 | -13%
21 | CCOC(=O)N1CCN(C(=O)c2cc3sccc3n2Cc2ccccc2F)CC1 | 3 | 3%
22 | FC(F)(F)c1cc(Cl)c2nc(-c3cccc(Cl)c3)c(Cc3cccc(Cl)c3)n2c1 | 2 | u
23 | CCOc1ccc(OCC)c(NS(=O)(=O)c2ccc(-c3cc(C(F)(F)F)on3)s2)c1 | 11 | -1%
24 | CCCc1nnc(NC(=O)c2ccc3[nH]c(C)cc(=O)c3c2)s1 | 19 | 7%

# Brought forward from above: 3 compounds; new compounds follow.
item | SMILES | LDHA inh | ALOX12 inh
22 | FC(F)(F)c1cc(Cl)c2nc(-c3cccc(Cl)c3)c(Cc3cccc(Cl)c3)n2c1 | 2 | u
23 | CCOc1ccc(OCC)c(NS(=O)(=O)c2ccc(-c3cc(C(F)(F)F)on3)s2)c1 | 11 | -1%
24 | CCCc1nnc(NC(=O)c2ccc3[nH]c(C)cc(=O)c3c2)s1 | 19 | 7%
25 | Cc1cccc(C)c1NC(=S)NCCc1ccc(C(F)(F)F)cc1 | -6 | u
26 | CCOc1ccc(-c2nc(CSCC(=O)NCc3cccnc3)c(C)o2)cc1 | 4 | u
27 | CCN(CC)C(=O)CN(C)S(=O)(=O)c1cccc2cc(C)cnc12 | -11 | 0%
28 | O=C(Nc1ccccc1)c1cc(-c2ccccn2)nc2ccccc12 | 4 | -23%
29 | COc1ccc(C2CCCCCN2C(=O)CCn2ncc(=O)c3ccccc32)cc1 (stereo unspecified) | 1 | 2%
30 | COc1cccc(/C=C/C(=O)c2ccccc2C)c1OC | 3 | 9%
31 | CC(C)n1nnnc1C1c2ccccc2C(=O)N1Cc1cccc(F)c1 (stereo unspecified) | 0 | -4%
32 | O=C(NCc1ccc(F)cc1)C1CCN(c2nc3ccccc3o2)CC1 | 5 | u
33 | CCCC(C)NC(=O)c1c(C)c(-c2cccc(Cl)c2)nc2ccccc12 (stereo unspecified) | 1 | -3%
34 | N#C/C(=C\c1cccc(OC(=O)c2ccc(Cl)cc2Cl)c1)C(=O)Nc1cccc(C(F)(F)F)c1 | 3 | u
35 | CC(C)Sc1nc(N(CCO)CCO)c2sc3c(c2n1)COC(C)(C)C3 | 1 | 9%
36 | FC(F)(F)c1cnc(SCc2cccc3ccccc23)c(Cl)c1 | -3 | -7%
37 | CN(CC(=O)Nc1ccc(Cl)c(C(F)(F)F)c1)Cc1cc(Cl)cc2c1OCOC2 | 1 | u
38 | COc1nc(C(=O)N2CCOC(C)(C)C2)cc2ccccc12 | 2 | 39%[activator]
39 | COc1ccc(C(=O)N(C)CCCNC(=O)c2nc3ccccc3c(=O)[nH]2)cc1OC | 6 | -7%
40 | O=C(Cc1c[nH]c2ccccc12)Nc1ccc(F)c(F)c1 | 6 | -19%
41 | Clc1cc(CSc2nnnn2-c2ccccc2)cc2c1OCCCO2 | 2 | -9%
42 | CSc1nc(C(C)(C)C)cc(C(F)(F)F)c1C#N | 12 | 63%[activator]
43 | CONC(=O)CSCC(=O)Nc1cccc(C)c1 | -1 | -35%
44 | Cc1csc(CCCCNC(=O)C2(c3ccc(Br)cc3)CC2)n1 | 6 | -51%
45 | COc1ccc(-c2nc(CSC(C)C(=O)NC(C)(C)C)co2)cc1 (stereo unspecified) | 9 | 7%
46 | CC(C)(C)c1nc(CN2CCC(c3nc4ccccc4s3)CC2)no1 | 2 | u
47 | O=C1NC[C@H](CCCCN2C[C@H](Cc3ccc(O)cc3)N(CC3CCCCC3)C(=O)C2=O)N(CCc2ccccc2)C1=O | 3 | 0%
48 | O=C(OCC(=O)N1CCCCC1)c1ccccc1-c1nc2ccccc2s1 | -4 | 4%
49 | O=C(O)Cn1cc(C(C(=O)O)N2CCN(Cc3cccnc3)CC2)c2ccc(Br)cc21 (stereo unspecified) | 4 | u
50 | N=C(N)SCc1ccc(Br)cc1 | 3 | -70%
51 | CC(Sc1nc2ccccc2o1)C(=O)Nc1ccc(Cl)cc1 (stereo unspecified) | 10 | -8%
52 | CN(C(=O)c1cc(C2CC2)nc2ccccc12)c1ccccc1 | -6 | -8%
53 | CCOc1ccccc1NC(=O)Cc1nc(-c2ccccc2)oc1C | 1 | 4%
54 | COc1ccc(NC(=O)CSc2nc(Cl)nc3nc[nH]c23)cc1OC | 1 | 2%
55 | CC(=O)Nc1ccc(CNC2CCCC(C(F)(F)F)C2)cc1 (stereo unspecified) | 4 | -6%
56 | CCOC(=O)[C@]12CCC=C1N(Cc1ccco1)C(=O)[C@H](CC(=O)NCCc1ccccc1OC)C2 | -5 | -64%
57 | O=C(Nc1nonc1-c1ccc2c(c1)CCCC2)c1cc(=O)c2ccc(Br)cc2o1 | 1 | -20%
58 | COc1ccc(/C=C2\Oc3cc(OS(C)(=O)=O)ccc3C2=O)c(OC)c1OC | -1 | u
59 | CC(Sc1ncnc2ccccc12)C(=O)Nc1cccc(C(F)(F)F)c1 (stereo unspecified) | 5 | -24%
60 | CC(C(=O)N(C)Cc1ccccc1)S(=O)(=O)Cc1ccc(Cl)c(Cl)c1 (stereo unspecified) | 0 | u
61 | CCOC(=O)CC1(N)CCCCC1 | 0 | u
62 | CCCCCCCCS(=O)(=O)CCSCCO | 5 | 0%
63 | Cc1cnc(NC(=O)CSc2cc(F)ccc2F)s1 | 5 | u
64 | COc1ccccc1NC(=O)CSCc1ccc(Cl)c(Cl)c1 | 11 | u

# 5 of the entries above in order of their number in LDHA inh, largest number first:
item | SMILES | LDHA inh | ALOX12 inh
64 | COc1ccccc1NC(=O)CSCc1ccc(Cl)c(Cl)c1 | 11 | u
62 | CCCCCCCCS(=O)(=O)CCSCCO | 5 | 0%
57 | O=C(Nc1nonc1-c1ccc2c(c1)CCCC2)c1cc(=O)c2ccc(Br)cc2o1 | 1 | -20%
60 | CC(C(=O)N(C)Cc1ccccc1)S(=O)(=O)Cc1ccc(Cl)c(Cl)c1 (stereo unspecified) | 0 | u
58 | COc1ccc(/C=C2\Oc3cc(OS(C)(=O)=O)ccc3C2=O)c(OC)c1OC | -1 | u

# More results.
item | SMILES | LDHA inh | ALOX12 inh
65 | Cc1ccc(CCC(=O)NC2CC3CCC2C3)cc1 (stereo unspecified) | 3 | -24%
66 | CC(C)NCc1ccc(-c2ccccc2)o1 | 0 | u
67 | Cc1noc(C)c1CS(=O)(=O)c1ccccc1Br | 4 | 28%
68 | O=C(NCCNS(=O)(=O)c1cccc2nonc12)c1ccc2[nH]ccc2c1 | 1 | 14%
69 | O=C(CCSCCc1ccccn1)Nc1cccc(Cl)c1 | 6 | u
70 | CCOc1ccc(C(=O)N2CCC(NS(=O)(=O)c3cccs3)CC2)cc1 | -1 | -1%
71 | COc1ccc(C(=O)NCC[N+](C)(C)C)cc1 | -20 | 40µM*
72 | COc1ccc(S(=O)(=O)c2c(C)c(C)n(C(C)C)c2NC(=O)C2CCCO2)cc1 (stereo unspecified) | -8 | 16%
73 | CC1=NS(=O)(=O)c2cc(C(=O)Nc3ccc(C)cc3C)ccc2N1CC(C)C | 3 | -2%
74 | Cc1ccc(NC(=O)CCc2c(C)nn(-c3ccc(N4CCCC4)nn3)c2C)cc1 | 4 | u
75 | CC(NC(=O)CCc1c[nH]c2ccccc12)c1ccc(Cl)cc1 (stereo unspecified) | 7 | -7%
76 | Cc1ccc(S(=O)(=O)Oc2ccc3c(C)cc(=O)oc3c2)cc1 | -4 | 8%
77 | Cc1cccc(-c2cc(=O)c3cc(NC(=O)c4ccccc4F)ccc3o2)c1 | -2 | -76%
78 | Cc1cc(C(F)(F)F)c(C#N)c(SCCc2ccccc2)n1 | -4 | 2%
79 | CCc1cc2c(CN3CCN(c4ccccc4O)CC3)cc(=O)oc2cc1O | 7 | u
80 | Cc1ccc(CNc2oc(-c3cccc4ccccc34)nc2C#N)cc1 | 0 | -5%
81 | CCCCNc1nc(-c2ccc(NS(C)(=O)=O)cc2)cs1 | -10 | u
82 | COc1cc(CN2CCN(Cc3ccccc3C)CC2)cc(OC)c1O | 49 | 1µM*
83 | N#CCC(=O)Nc1ccc(C(=O)OCC(=O)Nc2ccc(N3CCCCC3)cc2)cc1 | 0 | 2%
84 | Cc1nc(-n2nc(C)c(Cl)c2C)sc1C(=O)N1CCCCC1 | 0 | 35%[activator]
85 | CCCCn1nnnc1C(c1ccccc1)N1CCN(c2cccc(C(F)(F)F)n2)CC1 (stereo unspecified) | 2 | 9%
86 | COc1ccc(C(=O)Oc2ccc(Br)cc2)cc1OC | 0 | 9%
87 | Cn1c(SCc2ccc(F)cc2)nnc1-c1cc2ccccc2o1 | -1 | 0%
88 | Cc1ccc(C)c(S(=O)(=O)Nc2ccc3nc(C)sc3c2)c1 | 17 | 69%[activator]
89 | Cn1c(=O)c2c(nc(NCc3ccc4c(c3)OCO4)n2Cc2ccccc2Br)n(C)c1=O | 0 | -24%
90 | CN(Cc1ccc(C(C)(C)C)cc1)C(=O)C1CCN(C(=O)/C=C/c2ccccc2)CC1 | 3 | -26%
91 | Cc1ccc(CNC(=O)C2(C)CN(S(C)(=O)=O)CC(=O)N2c2ccc(C(C)C)cc2)cc1 (stereo unspecified) | 6 | 11%
92 | CCCNc1c(NC(=O)Nc2cccc(Cl)c2)c(=O)oc2ccccc12 | -5 | 0%
93 | CCCCC(CC)COc1ccc(C(C)=O)cc1 (stereo unspecified) | 3 | 39%
94 | COc1cc2nc(CSCC(=O)NC3CC(C)(C)NC(C)(C)C3)[nH]c(=O)c2cc1OC | 7 | -15%
95 | CCc1cccc2c(C(=O)C(=O)NCc3cccc(OC)c3)c[nH]c12 | -1 | u
96 | CC(C)OC(=O)c1ccc(NC(=O)CSc2cn[nH]c(=O)n2)cc1 | -4 | 6%
97 | CCCOc1ccccc1NC(=O)c1nn(C)c(=O)c2ccccc12 | -1 | 2%
98 | COC(=O)c1ccc(C)c(NC(=O)C2CC3CCC2C3)c1 (stereo unspecified) | -4 | u
99 | COc1cc(/C=C/c2ccc3cccc(OC)c3n2)ccc1OC(C)=O | 7 | -4%
100 | COC(=O)CCC(=O)Oc1cc(C)c(C2(c3cc(C(C)C)c(OC(=O)CCC(=O)OC)cc3C)OC(=O)c3ccccc32)cc1C(C)C | -14 | -10%
101 | O=[N+]([O-])c1ccccc1/C=N/OCc1c(F)cccc1Cl | 0 | -50%
102 | O=C(CSc1nc2ccc(Cl)cc2[nH]1)Nc1ccc(S(=O)(=O)N2CCCCC2)cc1 | 18 | -26%
103 | Cc1ccccc1C(C)NC(=O)c1cc(-c2ccccc2)n[nH]1 (stereo unspecified) | -1 | 11%
104 | O=C(O)/C=C/c1cc(Cl)ccc1OCc1ccc(Cl)cc1 | 6 | u
105 | COCC(C)NCc1cc(=O)oc2cc(C)c(C(C)C)cc12 (stereo unspecified) | 1 | -26%
106 | COc1ccc(CC(=O)NC(CCSC)c2nc3ccccc3[nH]2)cc1 (stereo unspecified) | 2 | 60%[activator]
107 | Oc1cccc(CNC(c2ccccc2)c2ccccc2)c1 | -5 | u

# An excerpt; rates above refer to the full screens.
